PMI inhibition: human PMI inhibitors, high substrate, primary screen, biochemical, fluorescence intensity, high mannose 6-phosphate (AID 1220). inhibition, % at 20 µM, or IC50 in µM where a hit was titrated. Mannose-6-phosphate isomerase (Homo sapiens). 190,000 compounds, 0.66% hits. recombinant PMI enzyme, coupled fluorescence intensity; higher % means a stronger effect
PMI inhibitors: inhibitors of human PMI, primary screen, biochemical, fluorescence intensity, coupled assay (AID 1209); one-dose inhibition, % at 20 µM; IC50 in µM for titrated hits; 190,000 compounds, 0.42% hits; purified PMI enzyme, coupled fluorescence intensity; higher % means a stronger effect; Mannose-6-phosphate isomerase (Homo sapiens);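 also: plate controls were DMSO vehicle for no effect and wells lacking substrate for full effect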
bCat nuc transl: modulators of beta-catenin nuclear translocation, primary screen, imaging, HeLa cells, immunofluorescence, high-content; AID 1665, 2009; 190,000 compounds, 0.3% hits; nuclear translocation activity, % at 5 µM;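 active = nuclear translocation activity above 50% at 5 µM, with a well cell count of 50 or more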;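 also: per-cell ratio of nuclear to cytoplasmic median beta-catenin stain intensity; plate controls were DMSO negative control for no effect and GSK-3 inhibitor IX positive control for full effect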
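System: HeLa cells, endogenous beta-catenin; compound dosing: 5 µM primary single dose, 0.1% DMSO, 0.02–20 µM confirmation series; incubation: 24 h compound exposure at 37°C, 5% CO2; signal: beta-catenin immunofluorescence imaging with DAPI; evaluation: % activation, nuclear-to-cytoplasmic median beta-catenin signal ratio per cell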
Autophagy HCS: autophagy modulators in MEF cells, primary screen, imaging, high-content, MEF GFP-LC3. MEF GFP-LC3 puncta imaging; test concentration mostly 10 µM. calls only at 10 µM (by protocol). 190,000 compounds, 0.98% hits. AID 463193, 2010;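 active = percentage of spot-positive cells more than 3 SD above its plate mean, without a fluorescence outlier flag or 80% toxicity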;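 also: spot-positive cell cutoff set from DMSO-treated cells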
Lipid droplet: inhibitors of hepatocyte lipid droplet formation, primary screen, imaging, high-throughput imaging, BODIPY stain. AML12 mouse hepatocytes, oleate lipid droplets. inhibition, % at 6.5 µM. 240,000 compounds, 0.4% hits;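 active = lipid droplet intensity inhibited by at least 50%, with more than 500 cells counted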
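System: AML12 hepatocytes (mouse). Probe or stimulus: oleic acid at 100 µM to induce lipid droplet formation. Times: overnight treatment with compound plus oleate. Detection: Image-based BODIPY and DAPI two-channel analysis. Evaluation: percent inhibition of filter-corrected integrated lipid droplet intensity per well.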
TNAP activators: human TNAP enzyme activators, primary screen, biochemical, luminescent, no phosphate acceptor, uHTS (AID 1001) | Alkaline phosphatase, tissue-nonspecific isozyme (Homo sapiens) | purified TNAP, luminescent activation assay, no phosphate acceptor; higher activation fold means a stronger effect | 200,000 compounds, 0.03% hits | activation fold at 20 µM; hits with a dose series show EC50 in µM; in the data active = activation fold from about 3, or a potency from the dose series; inactive = the rest, 99 in 100 with activation fold below about 1.6; also: many of its hits are not listed in these tables
MT stabilize HCS: microtubule stabilizers in HeLa cells, primary screen, imaging, high-content imaging | % tubulin-high responders, % at 10 µM | AID 2205, 2009 | 200,000 compounds, 0.83% hits | HeLa tubulin immunostaining HCS, 24 h; share of cells brighter than vehicle mean+2SD;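 active = plate Z-score above 3 for both tubulin-high and condensed-nucleus cell shares, with cell loss under 80%, at 10 µM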;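 also: anti alpha tubulin signal scored within the nucleus-defined area of each cell; some results filed as inactive read as strong as hits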
Ins promoter up: insulin promoter activators in MIN6 cells, imaging, high-content screening, mouse beta cells. AID 1625, 2009. z-score at 5 µM. 190,000 compounds, 0.3% hits. MIN6 insulin promoter-GFP reporter; stronger effect = higher value;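 active = z-score above 3 at 5 µM with at least 500 cells counted in the well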
T cell modulator: modulators of CD8 T cell-vesicle binding, primary screen, mouse 2C CD8+ T cells, flow cytometry. 2C CD8+ T cell-vesicle binding; stronger effect = lower value. 330,000 compounds, 0.068% hits. calls only at 7 µM;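 active = response, share of CD8 T cells binding vesicles, and their 90th percentile fluorescence all below set limits, cut at about 80% in these data, passing the limit was not always enough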
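Benchmarks: naked versus QL9-loaded vesicles / Assay system: purified 2C TCR transgenic mouse naive CD8+ T cells / Technique: high-throughput flow cytometry with anti-B7-1 and anti-CD8 staining / Timing: Cell–vesicle co-incubation 1.5 h at 37 °C, staining 20 min on ice / Read-out: percent CD8+ FL2 mean versus row control / Probe or stimulus: QL9-loaded Drosophila micro-vesicles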
Ins promoter up cell count: second read-out of Ins promoter up, no call of its own (marks repeat the call); cell count; measured here: cytotoxicity, nuclei count;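 total cells summed across four imaged fields per well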
Lipid droplet cells 6.5 µM: second read-out of Lipid droplet, no call of its own (marks repeat the call); cell count; measured here: cell count, cytotoxicity flag;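 cells counted across two imaged fields per well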
bCat nuc transl cell count 5 µM: further read-out of bCat nuc transl, marked with its call; cell count; measured here: cell count, cytotoxicity flag
T cell modulator vesicle-bound %: recorded beside T cell modulator, whose call it bears; double positive events, %; measured here: CD8+ vesicle-bound cell fraction;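 binding gate set so that unloaded-vesicle control wells show 10% double positive cells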
MT stabilize HCS Hoechst-high %: further read-out of MT stabilize HCS, marked with its call; % Hoechst-high responders; measured here: nuclear condensation Hoechst responders;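 share of cells brighter than vehicle mean plus two SD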
MT stabilize HCS cytotoxicity %: further read-out of MT stabilize HCS, marked with its call; toxicity, %; measured here: cytotoxicity by cell density;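 0% = mean cell density of plate MIN control wells and 100% = no cells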
Autophagy HCS cell loss 18 h: further read-out of Autophagy HCS, marked with its call; toxicity, %; measured here: cell loss, nuclei count;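 cell loss after 18 h compound exposure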
* marks the source's active call; other numbers are inactive results; i = inactive; · = no result given. Rule as the data show it, unless noted: active = inhibition above about 50%; inactive = the rest.

SMILES	PMI inhibition	PMI inhibitors	bCat nuc transl	bCat nuc transl cell count 5 µM	Autophagy HCS	Autophagy HCS cell loss 18 h	Lipid droplet	Lipid droplet cells 6.5 µM	TNAP activators	MT stabilize HCS	MT stabilize HCS Hoechst-high %	MT stabilize HCS cytotoxicity %	Ins promoter up	Ins promoter up cell count	T cell modulator	T cell modulator vesicle-bound %
COC(=O)c1sccc1NC(=S)Nc1ccc(F)cc1F	·	·	2.3	1501	i	16	-7	665	1.1	1.6	2.8	3.5	0.11	1015	i	6
Fc1ccc(NC(=S)N2CCn3cccc3C2c2cccnc2)cc1 (stereo not given)	1%	-1%	-0.1	1097	i	7	-6	699	1.1	3.3	2.4	4.1	-1.4	1228	i	28
CCN1CC2CCCC3(C1)C(=O)NC1(CCCCC1)N=C23 (stereo not given)	4%	15%	-5.6	1034	i	6	-2	639	1.1	3.5	2.6	13	1	828	i	57
N/C(=N\OC(=O)c1ccc2c(c1)OCO2)c1ccc(Cl)cc1	15%	9%	-1.5	1360	i	-24	·	·	1.1	2.5	1.5	2.5	0.6	1386	·	·
CCOc1cc(/C=C2/C(=N)N3OC(C)=CC3=NC2=O)ccc1OC(=O)c1ccco1	16%	21%	-0.7	1124	i	8	4	723	1	3.8	2.6	3.2	0.52	1295	i	48
CCOC(=O)CCCNC(=O)CCNC(=O)c1ccc(OC)cc1	4%	4%	-1.5	1122	i	12	-1	657	1	5.7	3.6	5.5	0.32	1909	i	27
O=C(NCc1ccccc1)NCc1cccs1	-1%	4%	2.3	960	i	-12	-15	729	1.1	2.7	0.8	4.3	0.55	1547	i	48
COc1cccc(NC(=O)CCN2CCN(c3ccccc3F)CC2)c1	3%	13%	0.1	1181	i	-2	17	746	1.1	2.2	1.7	8.4	0.83	818	i	47
C/C(=N\NC(N)=O)c1ccc(Cl)s1	·	·	-0.1	1252	·	·	-6	706	·	·	·	·	1.1	1372	i	27
O=C(CN1C(=O)NC2(CCCC2)C1=O)N1CCN(S(=O)(=O)c2ccccc2)CC1	-6%	-6%	-2.0	1110	i	2	1	701	1.1	4.6	3.5	5.0	-0.23	1221	i	31
CC1=N/C(=C/c2ccc([N+](=O)[O-])cc2)C(=O)N1c1ccc(Cl)cc1Cl	-3%	2%	0.3	902	i	2	12	780	1.1	1.4	1.9	2.0	·	·	i	46
CCC12CN3CC(CC)(CN(C1)C3c1ccccc1Cl)C2O (stereo not given)	6%	3%	-5.9	1061	i	7	·	·	1.1	2.5	2.2	8.7	-0.14	1275	i	53
CCOC(=O)C1CCN(C(=O)COc2ccc(Br)cc2Br)CC1	-4%	3%	-1.1	1456	i	-5	-4	699	1	4.9	2.4	12	0.35	1485	i	32
CCS(=O)(=O)N1CCCC(C(=O)NCCN(C)Cc2ccccc2)C1 (stereo not given)	3%	3%	0.0	1454	i	15	·	·	1.1	2.8	3.0	12	-0.47	1550	i	49
CCOc1cc(C(=O)N/N=C/C2CC=CCC2)cc(OCC)c1OCC (stereo not given)	-6%	-12%	-3.5	492	i	2	19	713	1.1	2.1	3.8	7.7	-1.9	552	i	17
CC1CN(C(=O)c2c([N+](=O)[O-])cnn2C)CC(C)O1 (stereo not given)	0%	3%	1.7	926	i	35	-23	790	1.1	2.0	1.5	6.7	-0.27	852	i	29
COc1cc2c(cc1OC)C(C(=O)NCC1COc3ccccc3O1)C(c1cccnc1)N(C)C2=O (stereo not given)	7%	12%	·	·	i	12	0	737	1.1	6.1	2.2	3.5	-0.61	1236	i	27
CC(/C=C1\SC(=O)N(CCCC(=O)O)C1=O)=C\c1ccccc1	2%	-6%	-4.2	560	i	-1	1	611	1.1	3.5	1.9	1.6	-0.09	1320	i	38
CC(C)(Oc1ccc(Cl)cc1)C(=O)NC1=NN(c2ccccc2)C(=O)C1	-14%	-1%	-2.2	795	i	-15	14	726	1.1	3.6	1.7	11	-0.16	1346	i	45
Clc1ccc(-n2nnnc2CN2CCOCC2)cc1	-8%	-16%	·	·	i	12	·	·	1	3.2	1.7	5.0	·	·	i	31
COc1ccc(/C=N/OCc2nc3c4c(ncn3n2)Oc2ccc3ccccc3c2C4c2ccccc2)cc1 (stereo not given)	0%	2%	2.7	1377	i	-5	·	·	0.9	2.9	2.0	12	-1.8	772	i	14
O=C(c1ccc(F)cc1)N1CCN2C(=O)c3ccccc3C12c1ccc(Cl)cc1 (stereo not given)	6%	8%	-3.0	1079	i	39	-2	686	1.1	3.4	2.2	4.4	-1.3	1569	i	34
Cc1cccc(NC(=O)CSc2nc3[nH]ncc3c(=O)[nH]2)c1	17%	16%	-0.3	970	i	-10	-6	592	1.1	3.1	3.4	9.4	0.29	1397	i	46
CCOC(=O)/C=C1\SCC(=O)N1CC(=O)NC(C)c1ccc(F)cc1 (stereo not given)	11%	16%	4.8	964	i	5	7	696	1	7.1	1.5	5.5	0.9	1541	i	0
Cc1cc(C)n(Cc2ccccc2F)c(=O)c1C#N	-3%	-6%	1.2	434	i	25	9	800	1.1	3.0	1.6	5.4	0.9	992	i	31
SMILES	PMI inhibition	PMI inhibitors	bCat nuc transl	bCat nuc transl cell count 5 µM	Autophagy HCS	Autophagy HCS cell loss 18 h	Lipid droplet	Lipid droplet cells 6.5 µM	TNAP activators	MT stabilize HCS	MT stabilize HCS Hoechst-high %	MT stabilize HCS cytotoxicity %	Ins promoter up	Ins promoter up cell count	T cell modulator	T cell modulator vesicle-bound %
COc1ccccc1N1CCN(S(=O)(=O)/C=C/c2ccccc2)CC1	9%	15%	0.5	1071	i	3	-1	735	1	1.1	0.9	7.8	1.7	832	i	44
O=c1[nH][nH]c(=S)n1C1CCCCC1	·	·	0.9	1099	·	·	-7	729	·	·	·	·	0.81	1393	i	14
Cc1ccc2nc(-c3ccncc3)cc(-c3ccccc3)c2c1	9%	11%	2.0	1388	i	-9	·	·	1.1	1.1	1.4	10	-0.3	1406	i	55
CN(C)/C=C/C(=O)c1nnn(C2CCCCC2)c1NC1CCCCC1	10%	1%	-2.5	896	i	-14	·	·	1	3.0	2.2	5.8	0.63	1165	i	63
C=CCn1c(COc2ccc(Cl)cc2)nnc1SCC(=O)c1c(N)n(C)c(=O)n(C)c1=O	8%	1%	0.8	904	i	5	-8	579	1	2.7	2.9	12	0.15	1584	i	48
CCOc1ccc(Oc2cc(N)cc([N+](=O)[O-])c2)cc1	12%	4%	-0.6	1039	i	-4	-2	706	1.1	2.6	3.8	8.3	0.13	1155	i	52
O=C(Cc1c[nH]c2ccccc12)N/N=C/c1cccc(F)c1	0%	14%	-2.3	1083	i	-1	1	589	1	4.2	1.4	9.7	0.47	1531	i	21
CCN(CC)S(=O)(=O)c1cccc(C(=O)Nc2nncs2)c1	-8%	-10%	-7.2	997	i	11	·	·	1.1	2.5	3.3	15	-0.45	1045	i	12
C=CCc1c(C)nc2c(C)cccc2c1SC(=N)N	·	·	-2.2	1131	·	·	-17	679	·	·	·	·	-1.1	1311	i	25
NC(=O)c1ccc(N2CCN(S(=O)(=O)c3ccccc3)CC2)c([N+](=O)[O-])c1	9%	7%	2.6	1020	i	7	-4	668	1	2.1	1.4	0.8	0.37	886	i	33
CCOCCCNC(=O)c1ccc(CS(=O)(=O)Cc2ccc(C)cc2)o1	-5%	-16%	0.8	1313	i	-15	·	·	1	2.0	2.4	4.8	0.14	1540	i	20
O=C(Nc1ccc([N+](=O)[O-])cc1)c1cn(-c2ccccc2)nc1-c1cc2ccccc2o1	-6%	9%	·	·	i	-17	-18	472	1.2	3.9	3.3	6.2	-0.29	1262	i	5
CC(C)(C)C(=O)Oc1cc(N)n(S(=O)(=O)c2ccc(F)cc2)n1	-7%	-5%	2.4	1384	i	3	·	·	1	3.6	2.8	5.2	-0.62	1591	i	52
NC(=O)c1ccccc1N1CCCCC1	·	·	7.2	939	·	·	-12	680	·	·	·	·	0.4	1360	i	29
CC1CC(C)(C)NC(=S)N1CCCC(=O)Nc1ccc2c(c1)OCCO2 (stereo not given)	25%	2%	1.9	1014	i	3	2	658	1.1	5.2	2.7	5.7	0.24	1200	i	20

Screening data as filed in PubChem.
